# Autophagy mod: autophagy modulation, high-content screen. actives 0.98% (n = 190,000). calls only at 10 µM (by protocol). AID 463193. MEF GFP-LC3 puncta imaging; test concentration mostly 10 µM;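 active = percentage of spot-positive cells more than 3 SD above its plate mean, without a fluorescence outlier flag or 80% toxicity; inconclusive = no clear call, values can overlap the other calls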;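 note: spot-positive cell cutoff set from DMSO-treated cells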
# Yfh1-depleted yeast: enhancers of respiration in Yfh1-depleted yeast, dose response, Friedreich's ataxia, plus single-dose screen (AID 1465). S. cerevisiae Yfh1-off respiration, WST-1 reduction, 72 h; higher fold induction means a stronger effect. fold induction at 50 µM, or EC50 in µM where a hit was titrated. actives 0.074% (n = 220,000);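 active = fold induction of absorbance versus untreated yeast above a set limit, then at least 30% activation at any dose in follow-up; inconclusive = repeats straddling the limit, or above it without dose testing; inactive = fold induction below the set limit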;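 note: activators that raise dye reduction in frataxin-depleted yeast; strong numbers were not always called active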
# Ins promoter up: MIN6 insulin promoter up-regulation. MIN6 insulin promoter-GFP reporter, high-content imaging; active compounds read high. z-score at 5 µM. actives 0.3% (n = 190,000);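 active = z-score above 3 at 5 µM with at least 500 cells counted in the well; inconclusive = wells under 500 cells, flagged as cytotoxic or low count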
# CSM14.1 death rescue: rescue of cells from ER stress-induced death, primary screen, 384-well, CSM14.1, thapsigargin, ATP luminescence (AID 1222) | CSM14.1 thapsigargin-induced death rescue, ATP luminescence; higher % means a stronger effect | cellular ATP content (survival), % at 20 µM; hits with a dose series show EC50 in µM | 190,000 tested, under 10 active;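 active = EC50 below 50 µM in the dose-response confirmation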;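 note: death triggered by thapsigargin at about 15 µM added after 2 h compound pretreatment; cell ATP read after overnight thapsigargin exposure of roughly 18 to 22 hours; normalized against plate controls of thapsigargin alone and 5% DMSO vehicle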
# Dynein cargo inh: dynein cargo transport inhibition; AID 1381; z-score, hits read low; actives 0.47% (n = 220,000); 3617.4 mouse cells, GR-EGFP nuclear translocation imaging; test concentration mostly 20 µM; stimulated with dexamethasone, 1 µM; active compounds read low;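 active = plate z-score of nuclear minus cytoplasmic receptor signal below a set negative limit, without overly bright fluorescence or cell loss, cut at about -3.5 in these data, passing the limit was not always enough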;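 note: z-score of nuclear minus cytoplasmic ring GR-EGFP intensity difference per well; some compounds called inactive have numbers as strong as hits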
#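 Also added: dexamethasone, 1.0 µM final. Medium: tet-free, stripped-serum medium. Detection: fixed, Hoechst-stained cells imaged at 10x for EGFP. Read-out: nuclear-to-cytoplasmic GR-EGFP distribution per well. Times: induction 48 h, compound 1 h, agonist 30 min.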
# MT stabilize HCS: stabilizes microtubules in HeLa cells; AID 2205; HeLa tubulin immunostaining HCS, 24 h; share of cells brighter than vehicle mean+2SD; % tubulin-high responders, % at 10 µM; actives 0.83% (n = 200,000);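 active = plate Z-score above 3 for both tubulin-high and condensed-nucleus cell shares, with cell loss under 80%, at 10 µM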;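 note: anti alpha tubulin signal scored within the nucleus-defined area of each cell; some results filed as inactive read as strong as hits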
# P. falciparum M1AAP: malaria alanyl aminopeptidase activity blockers – biochemical, fluorogenic H-Leu-NHMec substrate, 1536-well (AID 1445); recombinant M1AAP, H-Leu-NHMec fluorogenic kinetic assay; higher % means a stronger effect; inhibition, % at 30 µM; hits with a dose series show IC50 in µM; actives 0.42% (n = 220,000);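 active = primary inhibition above the hit cutoff, then over 50% inhibition at one or more dose response concentrations, cut at about 23% in these data, passing the limit was not always enough; inconclusive = conflicting primary data, or primary hits not chosen for dose response; inactive = low primary inhibition, or under 50% at every dose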;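 note: plate controls were DMSO full reaction for no effect and no enzyme background for full effect; strong numbers were not always called active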
# M17LAP inhibition: P. falciparum M17LAP inhibitors, primary screen, biochemical, fluorogenic H-Leu-NHMec substrate, 1536-well (AID 1619) | inhibition, % at 30 µM, or IC50 in µM where a hit was titrated | recombinant M17LAP, H-Leu-NHMec fluorogenic kinetic assay; higher % means a stronger effect | actives 0.38% (n = 220,000);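 active = compound inhibiting the enzyme by more than half at any dose during confirmatory dose-response retesting; inconclusive = strong single-dose inhibitors picked by rank but not retested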;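 note: plate controls were full reaction with DMSO carrier for no effect and no enzyme background for full effect; strong numbers were not always called active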
# Lipid droplet: modulators of hepatic lipid droplet formation. actives 0.4% (n = 240,000). AML12 mouse hepatocytes, oleate lipid droplets, BODIPY imaging. inhibition, % at 6.5 µM;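 active = lipid droplet intensity inhibited by at least 50%, with more than 500 cells counted; inconclusive = wells with under 300 cells, treated as cytotoxic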
#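 System: AML12 hepatocytes (mouse). Probe or stimulus: oleic acid at 100 µM to induce lipid droplet formation. Times: overnight treatment with compound plus oleate. Detection: Image-based BODIPY and DAPI two-channel analysis. Evaluation: percent inhibition of filter-corrected integrated lipid droplet intensity per well.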
# Dynein cargo inh cytoplasmic EGFP: second read-out of Dynein cargo inh, no call of its own (marks repeat the call); z-score; measured here: cytoplasmic GR-EGFP intensity; active compounds read high
# Dynein cargo inh nuclear GR-EGFP: second read-out of Dynein cargo inh, no call of its own (marks repeat the call); z-score; measured here: nuclear GR-EGFP intensity;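 lower value marks the stronger effect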
# Dynein cargo inh cell count: recorded beside Dynein cargo inh, whose call it bears; z-score; measured here: cell count per field
# Ins promoter up cell count: recorded beside Ins promoter up, whose call it bears; cell count; measured here: cytotoxicity, nuclei count;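 total cells summed across four imaged fields per well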
# Lipid droplet cells 6.5 µM: recorded beside Lipid droplet, whose call it bears; cell count; measured here: cell count, cytotoxicity flag;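 cells counted across two imaged fields per well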
# MT stabilize HCS Hoechst-high %: second read-out of MT stabilize HCS, no call of its own (marks repeat the call); % Hoechst-high responders; measured here: nuclear condensation Hoechst responders;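 share of cells brighter than vehicle mean plus two SD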
# MT stabilize HCS cytotoxicity %: recorded beside MT stabilize HCS, whose call it bears; toxicity, %; measured here: cytotoxicity by cell density;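 0% = mean cell density of plate MIN control wells and 100% = no cells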
# Autophagy mod cell loss 18 h: further read-out of Autophagy mod, marked with its call; toxicity, %; measured here: cell loss, nuclei count;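 cell loss after 18 h compound exposure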
# The depositor's hits bear a star; i = inactive; ? = inconclusive; . = no result given.
SMILES	Autophagy mod	Autophagy mod cell loss 18 h	Yfh1-depleted yeast	Ins promoter up	Ins promoter up cell count	CSM14.1 death rescue	Dynein cargo inh	Dynein cargo inh cytoplasmic EGFP	Dynein cargo inh nuclear GR-EGFP	Dynein cargo inh cell count	MT stabilize HCS	MT stabilize HCS Hoechst-high %	MT stabilize HCS cytotoxicity %	P. falciparum M1AAP	M17LAP inhibition	Lipid droplet	Lipid droplet cells 6.5 µM
CC(C)Cn1c(SCC(=O)N2CCc3ccccc3C2)nc2cc(Cl)ccc2c1=O	i	3	i	?	.	8.9%	-0.95	-0.24	-0.7	0.71	3.6	3.5	7.4	-4%	-2%	-148	566
Cc1ccc2c(c1)C(O)(CC(=O)c1cccnc1)C(=O)N2 (centres undefined)	i	2	i	0.02	1246	-1.8%	-0.6	-0.21	-0.43	1.1	3.6	2.8	5.2	2%	-15%	6	781
CCOc1cc(/C=N/N=C(/N)c2nonc2N)cc(Br)c1OCc1ccc(Cl)cc1	i	0	i	0.27	884	-2.8%	-0.2	-0.076	0.23	-0.12	1.5	1.1	7.9	-2%	-1%	-2	753
COc1ccc2ccccc2c1CNC(=O)CC1C(=O)NCCN1CC(C)C (centres undefined)	i	10	i	2.3	1475	0.4%	1.9	0.12	1.4	-1.4	4.2	1.6	8.4	9%	9%	-11	713
CCSc1nnc(NC(=O)c2cccc(S(=O)(=O)N(C)c3ccc(C)cc3)c2)s1	i	4	i	-0.15	1435	-1.3%	-0.26	-0.26	-0.14	0.0077	4.5	1.8	0.7	2%	4%	-3	668
CCOc1ccccc1NC(=O)C(OC(=O)c1ccc(CC)cc1)c1ccccc1 (centres undefined)	i	0	i	-0.2	1208	0.8%	-0.75	-0.3	-0.64	0.36	4.0	3.3	13	-3%	8%	-28	539
NNC(=O)c1ccc(OCC2CC(c3ccc(Cl)cc3)=NO2)cc1 (centres undefined)	.	.	i	0.96	994	.	0.0058	-0.3	0.54	0.2	.	.	.	-1%	-11%	2	672
Cc1ccc(-c2nc(SCC(=O)c3c(N)n(C)c(=O)n(C)c3=O)n[nH]2)cc1	i	-4	i	-0.14	1400	0.9%	-0.47	0.01	-0.35	-0.23	1.4	2.0	1.7	21%	8%	2	675
COc1ccc2c(c1)c(=O)c(C(=O)c1ccc(F)cc1)cn2CC(=O)Nc1ccc(F)cc1	i	9	.	0.86	1290	-4.4%	-0.66	-0.22	0.4	0.14	2.9	2.7	6.8	4%	-6%	.	.
COc1cc(-n2c(=O)c3ccccc3n(CC(=O)OCc3ccccc3)c2=O)cc(OC)c1OC	i	-3	i	-0.51	1111	0.3%	-0.66	-0.32	-0.28	0.78	2.3	1.5	8.5	11%	-6%	10	707
CC(Oc1ccccc1)C(=O)OCC(=O)N1CC(=O)Nc2ccccc21 (centres undefined)	i	-13	i	0.7	1357	-2.8%	-0.69	-0.21	-0.98	0.38	4.7	2.4	7.6	2%	14%	-8	706
c1csc(-c2nnc(COc3ccc4c(c3)OCO4)o2)c1	i	13	i	0.29	1132	-0.5%	1.1	-0.32	0.79	-0.21	2.5	3.5	6.0	-4%	-2%	-12	698
Cc1ccc(C2=NNC(C(O)C(O)C(O)C(C)O)S2)cc1 (centres undefined)	i	-10	.	.	.	-1.7%	-0.17	-0.28	-0.026	0.084	2.0	1.5	3.6	9%	5%	14	751
CC1CCC(Nc2nnnn2-c2ccccc2)CC1 (centres undefined)	i	-11	i	-0.8	1618	-0.6%	0.88	-0.13	1.2	-0.69	2.8	2.2	6.4	-2%	-1%	.	.
COCCOC(=O)C(CC(=O)O)NCc1ccco1 (centres undefined)	.	.	i	-0.14	1446	.	1.1	-0.27	0.5	0.37	.	.	.	7%	3%	3	738
NS(=O)(=O)c1ccc(CCNC(=S)Nc2ccccc2)cc1	i	-12	i	0.23	1378	-2.0%	0.64	-0.22	0.51	-1.4	3.1	3.8	7.4	-3%	-2%	-6	680
CCOC(=O)C1=C(C)OC(N)=C(C#N)C1c1c(C)nn(-c2ccccc2)c1Cl (centres undefined)	i	-9	i	-0.01	1661	-1.6%	-0.7	0.13	0.13	-0.54	3.5	2.7	9.7	12%	7%	-56	637
C=CCC(C=C)[N+]1(CC(=O)OC)CCCCC1 (centres undefined)	i	15	i	-0.08	1279	2.6%	2.2	-0.29	0.92	-0.96	4.0	2.3	17	2%	-4%	-20	721
COc1ccc(-c2csc(-c3cccs3)n2)cc1OC	i	-8	i	-0.32	1328	-1.0%	0.85	-0.33	0.69	0.29	3.5	3.1	2.6	-4%	-7%	8	713
Cc1ccc(S(=O)(=O)N(CC(=O)Nc2cccc([N+](=O)[O-])c2)Cc2ccc(Cl)cc2)cc1	i	-5	i	-0.39	1314	-1.8%	-0.024	-0.26	-0.03	0.21	3.2	1.7	5.7	1%	12%	-11	630
CC(=O)Nc1ccc2oc(-c3ccccc3Br)nc2c1	i	-7	.	1.5	889	-2.7%	1.6	-0.18	0.73	-0.85	1.2	1.9	7.8	7%	3%	.	.
COc1ccc(-c2nc(-c3ccc(NC(=O)c4ccncc4)cc3)no2)cc1OC	.	.	i	.	.	.	1.2	-0.076	1.1	-0.8	6.4	1.0	9.3	2%	10%	4	628
O=C(CN(c1ccc(F)cc1)S(=O)(=O)c1ccc2c(c1)OCCO2)NCc1ccncc1	i	3	i	-0.13	1363	-0.7%	-0.17	-0.19	0.76	0.15	1.7	2.0	6.1	0%	-7%	.	.
CCc1ccc(NC(=O)CSc2ccccn2)cc1	i	-9	i	-0.46	1396	0.6%	3.4	0.18	1.9	-1.7	2.3	1.5	0.4	-13%	34%	-10	682
CC(C)(C)c1ccc(S(=O)(=O)NCc2ccc(C(=O)NCc3ccccn3)cc2)cc1	i	11	i	-0.41	1485	-1.4%	0.57	0.0069	0.55	-0.9	7.4	1.8	6.4	-6%	3%	16	710
COc1ccc(Br)cc1/C=N/NC(=O)c1nc(-c2ccccc2)n2c1CCCCC2	i	30	i	-1.5	642	3.3%	-0.055	-0.24	0.63	1.3	2.8	1.8	0.2	9%	10%	-2	856
CCOc1ccc(/C=N/NC(=O)CC(=O)NCc2ccccc2)cc1	i	3	i	-0.09	1493	-0.6%	-0.11	-0.26	-0.0076	1.4	1.5	0.9	6.3	9%	6%	1	696
Cc1noc(C)c1C(=O)Nc1ccc(F)cc1	i	2	i	-0.03	1150	-0.5%	-0.27	-0.3	-0.31	0.72	3.8	1.7	9.8	2%	13%	0	697
Cc1nn(-c2ccccc2)c(C)c1/C=N/NC(=O)CSc1nc2ccccc2c(=O)n1-c1ccc(Br)cc1	i	-14	i	-0.49	997	-0.6%	1.6	0.11	1.4	0.54	12	2.7	29	-2%	4%	.	.
CCOC(=O)c1sc2cccc(Cl)c2c1N	i	0	.	.	.	-1.3%	2.2	0.11	0.85	-1.4	2.8	1.5	8.8	7%	15%	-4	723
CCN(CC(=O)Nc1c(C(=O)OC)[nH]c2ccccc12)c1ccc2c(c1)OCO2	i	-4	i	0.12	1104	.	-0.9	-0.25	-0.45	0.91	3.5	2.0	4.3	6%	2%	-4	705
CSc1ncccc1C(=O)Nc1nc2ccc(S(C)(=O)=O)cc2s1	i	12	i	0.74	1322	-4.1%	-0.54	-0.24	-0.13	0.66	2.8	2.1	0.7	-1%	0%	16	656
Cc1sc(C(=O)Nc2ccc3ccccc3c2)cc1CC(=O)O	i	7	i	-0.13	1512	-0.9%	-0.83	-0.092	-0.45	-0.23	2.3	3.6	0.4	0%	7%	5	673
O=C(Nc1nc(-c2ccco2)c(-c2ccco2)s1)C1CCC1	i	0	i	-0.94	1105	7.3%	-0.47	-0.32	-0.71	0.71	2.0	2.2	7.9	14%	33%	-17	669
COc1cccc2c1OC1(C)CC2/C(=C(\C)O)C(=O)N1 (centres undefined)	i	-7	i	0.46	1549	-2.9%	-0.74	-0.32	-0.25	0.17	3.7	2.6	5.9	2%	4%	.	.
O=C(CSc1cccc[n+]1[O-])N1CCCCCC1	i	4	i	0.41	1347	-1.0%	-0.62	-0.32	-0.33	1.3	1.9	1.5	8.2	-1%	-5%	1	670
COc1ccc(C(=O)Nc2ccc(C)cc2C(=O)c2ccccc2)cc1	i	4	i	-0.51	1530	0.9%	0.23	0.87	0.48	-0.49	3.0	3.7	7.4	3%	9%	-14	708
